SK-BR-3 tox 24h = SK-BR-3 proliferation inhibitors, primary screen, cell-based, human, 24 h; SK-BR-3 viability, CellTiter-Glo ATP luminescence; stronger effect = lower value; hit rate 0.47% among 41,000; viability, % at 10 µM;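 active = viability at or below the median of all test compounds minus 3 SD, in both replicates if run twice, cut at about 45% in these data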;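 also: 100% = median untreated cell wells and 0% = median positive control drug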
* marks the source's active call; other numbers are inactive results.

`Cc1ccc(-c2nn3c(C)nnc3c3ccccc23)cc1S(=O)(=O)N1CCN(CCO)CC1` gave SK-BR-3 tox 24h 95.
`Cc1ccc(N(CC(O)CN2CCCC2)S(=O)(=O)c2ccccc2)cc1` (configuration not stated) gave SK-BR-3 tox 24h 85.
For COc1c(C)cccc1C(=O)Nc1ccc(N2CCN(S(C)(=O)=O)CC2)cc1 the results were SK-BR-3 tox 24h 108.
For CCOc1ccccc1NC(=O)CSc1nnnn1Cc1ccccc1 the results were SK-BR-3 tox 24h 84.
Screening Cc1ccc(C)c(NC(=O)C2CC(=O)N(C(C)C)C2)c1 (configuration not stated) returned SK-BR-3 tox 24h 88.
CCCOC(=O)Cc1c(O)c2ccccc2[nH]c1=O was read as SK-BR-3 tox 24h 88.
`Cn1c(=O)c2c(nc(NCCCN3CCOCC3)n2Cc2ccc(Cl)c(Cl)c2)n(C)c1=O` gave SK-BR-3 tox 24h 84.
`O=C(CCC(=O)OCCCC(F)(F)C(F)(F)F)Nc1ccccc1` gave SK-BR-3 tox 24h 99.
Screening CCC(C)[C@H](NC(=O)NCc1ccccc1Cl)C(=O)O (some centres not stated) returned SK-BR-3 tox 24h 110.
For Cc1cc(NS(=O)(=O)c2ccc(NC(=O)c3ccoc3C)cc2)nc(C)n1 the results were SK-BR-3 tox 24h 68.
Screening CCOC(=O)c1ccc(N2C(=O)CC(N3CCN(Cc4ccccc4)CC3)C2=O)cc1 (configuration not stated) returned SK-BR-3 tox 24h 117.
Screening Oc1ccc(Cl)cc1Cc1cc(Cl)ccc1O returned SK-BR-3 tox 24h 136.
Screening Cn1c(C(=O)O)cc2cc(F)ccc21 returned SK-BR-3 tox 24h 102.
`Cc1nn(-c2ccccc2)c2nc(N)c(C#N)c(-c3ccc(F)cc3)c12` gave SK-BR-3 tox 24h 90.
For CCOC(=O)C1CCN(CCC(=O)Nc2cccc(Cl)c2C)CC1 the results were SK-BR-3 tox 24h 94.
`Clc1ccc2nc(CSc3nc4ccccc4o3)cn2c1` gave SK-BR-3 tox 24h 86.
For COc1ccc(NC(=O)CSc2nnc(CNc3ccc(F)cc3)o2)c(OC)c1 the results were SK-BR-3 tox 24h 105.
COc1cc(C2C(C(C)=O)=C(C)Nc3ncnn32)ccc1O (configuration not stated) was read as SK-BR-3 tox 24h 85.
Screening CC1=Nn2c(nnc2-c2cc(-c3ccccc3)n[nH]2)SC1 returned SK-BR-3 tox 24h 89.
COc1cccc(CNc2ccc(N3CCCCC3)cc2)c1OC was read as SK-BR-3 tox 24h 74.
O=C(Oc1c(CN2CCOCC2)cc(Cl)c2cccnc12)c1ccc(F)cc1 was read as SK-BR-3 tox 24h 69.
Screening CCN(CC)S(=O)(=O)c1ccc(Br)c(OC)c1 returned SK-BR-3 tox 24h 100.
For Cc1ccc(C2/C(=C(/O)c3ccc(OC(C)C)cc3)C(=O)C(=O)N2CCN2CCOCC2)cc1 (configuration not stated) the results were SK-BR-3 tox 24h 89.
Cc1ccc(SCc2nc(-c3ccccn3)no2)cc1 was read as SK-BR-3 tox 24h 80.
CCOC(=O)c1cc2c(=O)n3ccccc3nc2n(Cc2ccc(Cl)cc2)c1=N was read as SK-BR-3 tox 24h 63.
Screening COc1ccc(Nc2nnc(Cc3ccccc3)c(=O)[nH]2)c(OC)c1 returned SK-BR-3 tox 24h 66.
c1nc(N2CCC3(CC2)OCCO3)c2[nH]cnc2n1 was read as SK-BR-3 tox 24h 104.
Screening COc1cc(CO)cc(-c2cc(CO)cc(OC)c2OC)c1OC returned SK-BR-3 tox 24h 80.
`CCOc1ccc(-c2nc(S(=O)(=O)c3ccccc3)c(NCc3cccnc3)o2)cc1` gave SK-BR-3 tox 24h 97.
`CCOC(=O)C1=C(C)Nc2nc(SCC(=O)OC)nn2C1c1cc(F)cc(F)c1` (configuration not stated) gave SK-BR-3 tox 24h 84.
`CC(C)OC(=O)CSc1nnc(-c2ccncc2)n1N` gave SK-BR-3 tox 24h 108.
For COc1ccc2[nH]c3c(N4CCN(Cc5ccc6c(c5)OCO6)CC4)ncnc3c2c1 the results were SK-BR-3 tox 24h 84.
`Cc1cc(C)nc(SCc2nnc(SCC(=O)Nc3ccc(C)c(C)c3)n2Cc2ccco2)n1` gave SK-BR-3 tox 24h 87.
CSc1nc2cc(S(=O)(=O)N3CCOCC3)ccc2s1 was read as SK-BR-3 tox 24h 83.
Screening NC(=O)c1c(N)sc(=S)n1CC1CCCO1 (configuration not stated) returned SK-BR-3 tox 24h 101.
For CCC(=O)Nc1c(C)nn(C(=O)CC)c1C the results were SK-BR-3 tox 24h 96.
CCOC(=O)C1=C(C)NC(C)=C(C(=O)OCC)C1 was read as SK-BR-3 tox 24h 99.
For CCCCCn1c(=NC(=O)c2ccco2)c(C(=O)OCC)cc2c(=O)n3ccccc3nc21 the results were SK-BR-3 tox 24h 85.
`O=C(CSc1nc2c(c(C(F)(F)F)n1)CCc1ccccc1-2)NCc1ccco1` gave SK-BR-3 tox 24h 77.
Screening Cc1nc(-c2ccc3c(c2)OCO3)cs1 returned SK-BR-3 tox 24h 75.
`COc1ccc(S(=O)(=O)N(CCCN2CCCC2=O)Cc2cc3cc(C)c(C)cc3[nH]c2=O)cc1` gave SK-BR-3 tox 24h 89.
`N#Cc1c2n(c3c(=O)n(Cc4ccccc4)cnc13)CCCC2` gave SK-BR-3 tox 24h 98.
Screening Cc1cc(C)n(-c2nc3ccccc3nc2N2CCN(C(=O)c3ccc(F)cc3)CC2)n1 returned SK-BR-3 tox 24h 74.
Screening CC12CCC(C(=O)NCC3CCCO3)(OC1=O)C2(C)C (configuration not stated) returned SK-BR-3 tox 24h 100.
O=C(O)CSC1c2ccccc2C(=O)N1Cc1ccccc1 (configuration not stated) was read as SK-BR-3 tox 24h 120.
Screening O=C(Nc1ccc(-c2nc3ccccc3[nH]2)cc1)c1ccco1 returned SK-BR-3 tox 24h 75.
`CCOc1ccc2ccccc2c1/C=N/n1cncn1` gave SK-BR-3 tox 24h 78.
For CC(C)Oc1ccc(CNC2CCOC(C)(C)C2)cc1 (configuration not stated) the results were SK-BR-3 tox 24h 80.
Screening O=C(CSc1nnnn1-c1cccnc1)NCc1cccs1 returned SK-BR-3 tox 24h 87.
Cc1nc(-c2ccc(S(=O)(=O)N3CCCCCC3)cc2)cs1 was read as SK-BR-3 tox 24h 86.
CS(=O)(=O)N(CC(=O)N1CCN(c2cccc(Cl)c2)CC1)C1CCCCC1 was read as SK-BR-3 tox 24h 81.
C=CCN1C(=O)C2(/C(=C(\O)c3ccc4c(c3)OCCO4)C(=O)C(=O)N2CCCOC)c2ccccc21 (configuration not stated) was read as SK-BR-3 tox 24h 102.
`COc1ccc(Cl)cc1NC(=O)c1ccco1` gave SK-BR-3 tox 24h 86.
Cc1ccc(C(=O)N2CCC(C(N)=O)CC2)cc1C was read as SK-BR-3 tox 24h 91.
`CC(NC(=O)c1ccccc1O)c1ccccc1` (configuration not stated) gave SK-BR-3 tox 24h 95.
`CN(C)c1ccc(CN(C(=O)COc2ccc(F)cc2)C2CCS(=O)(=O)C2)cc1` (configuration not stated) gave SK-BR-3 tox 24h 88.
`Cc1cccc(C)c1NC(=O)C1(N(Cc2ccco2)C(=O)c2ccccn2)CCCC1` gave SK-BR-3 tox 24h 99.
Cc1ccc2c(c1)C1OCCC1C1N2C(=O)C2C(C(=O)O)C3C=CC21O3 (configuration not stated) was read as SK-BR-3 tox 24h 116.
For O=C(CSc1nnnn1C1CCCC1)Nc1ccc2c(c1)OCCO2 the results were SK-BR-3 tox 24h 42*.
Cc1ccc(C)c(CSc2nnc(-c3cccnc3)o2)c1 was read as SK-BR-3 tox 24h 108.

Continued, overlapping the part above by three compounds.
Cc1ccc2c(c1)C1OCCC1C1N2C(=O)C2C(C(=O)O)C3C=CC21O3 (configuration not stated) was read as SK-BR-3 tox 24h 116.
For O=C(CSc1nnnn1C1CCCC1)Nc1ccc2c(c1)OCCO2 the results were SK-BR-3 tox 24h 42*.
Cc1ccc(C)c(CSc2nnc(-c3cccnc3)o2)c1 was read as SK-BR-3 tox 24h 108.
`c1csc(-c2nn3c(Cn4cnc5ccccc54)nnc3s2)c1` gave SK-BR-3 tox 24h 93.
`O=C(CN1CCOCC1)n1c2ccccc2c2ccccc21` gave SK-BR-3 tox 24h 98.
For COc1ccc(-c2cn3c4c(sc3n2)CCCC4)cc1 the results were SK-BR-3 tox 24h 85.
Screening Cn1c(=O)[nH]c(=O)c2c1nc(NCCCn1ccnc1)n2CCOc1ccccc1 returned SK-BR-3 tox 24h 102.
`COc1cc(OC)cc(C(=O)Nc2ncc3c(n2)CC(C)CC3=O)c1` (configuration not stated) gave SK-BR-3 tox 24h 115.
CC1=CC(C)(C)N2C(=O)C3(SCC(=O)N3c3ccc(O)cc3)c3cc(C)cc1c32 (configuration not stated) was read as SK-BR-3 tox 24h 93.
Screening CCN(CC(=O)Nc1c(C(=O)OC)[nH]c2ccc(C)cc12)c1ccc2c(c1)OCO2 returned SK-BR-3 tox 24h 94.
Screening Cc1ccc(-c2cc(=O)[nH][nH]2)c(C)c1 returned SK-BR-3 tox 24h 74.
CN1CCN(Cc2cc(=O)oc3cc4c(cc23)CCC4)CC1 was read as SK-BR-3 tox 24h 88.
Screening O=C(CC1CCCCC1)c1c(O)c2ccccc2oc1=O returned SK-BR-3 tox 24h 129.
O=C(NC1CCCCNC1=O)c1ccc(Cl)cc1 (configuration not stated) was read as SK-BR-3 tox 24h 82.
COc1ccccc1-n1cnc2cc(C(=O)NCc3ccco3)ccc21 was read as SK-BR-3 tox 24h 71.
COc1ccc(C(=O)N2CCCC(c3nc(-c4cccs4)no3)C2)cc1OC (configuration not stated) was read as SK-BR-3 tox 24h 107.
`Cn1c(C(=O)N(Cc2ccccc2)Cc2ccccn2)cc2sccc21` gave SK-BR-3 tox 24h 72.
OC(COCc1ccccc1)CN1CCCC1 (configuration not stated) was read as SK-BR-3 tox 24h 96.
Screening CC(=O)Nc1ccc(S(=O)(=O)Nc2cccc(NC(=O)C(C)(C)C)c2)cc1 returned SK-BR-3 tox 24h 85.
`COc1ccc(F)cc1S(=O)(=O)Nc1ccc(C)cc1` gave SK-BR-3 tox 24h 81.
For CCOC(=O)Nc1cccc(NC(=O)c2cc(OC)cc(OC)c2)c1 the results were SK-BR-3 tox 24h 80.
Screening COc1ccc(-n2nnnc2SCC(=O)Nc2nnc(C)s2)cc1OC returned SK-BR-3 tox 24h 92.
CC1(C)CC(=O)c2cnc(N3CCc4ccccc4C3)nc2C1 was read as SK-BR-3 tox 24h 86.
Screening CCCCCCn1c(C(C)O)nc2ccccc21 (configuration not stated) returned SK-BR-3 tox 24h 69.
`CCCC(=O)c1cc(F)c(N2CCN(CCC#N)CC2)cc1C` gave SK-BR-3 tox 24h 91.
O=S(=O)(NCCNS(=O)(=O)c1cccs1)c1cccs1 was read as SK-BR-3 tox 24h 83.
For O=C(Cc1cccs1)N1CCC(c2nc3c(nnn3Cc3ccc(F)cc3)c(=O)[nH]2)CC1 the results were SK-BR-3 tox 24h 96.
`COc1ccc(CCn2c(=N)c(C(=O)N3CCN(C)CC3)cc3c(=O)n4ccccc4nc32)cc1` gave SK-BR-3 tox 24h 75.
For CCOC(=O)CCn1nc(-c2ccccc2)cc1N the results were SK-BR-3 tox 24h 91.
For CCOC(=O)c1cnc(-c2cccc(OC)c2)[nH]c1=O the results were SK-BR-3 tox 24h 72.
COC(=O)c1[nH]c2ccc(C)cc2c1NS(=O)(=O)c1ccc(F)cc1 was read as SK-BR-3 tox 24h 38*.
`COc1ccc(OC)c(C2=Nn3c(nnc3-c3cccc(OC(C)C)c3)SC2)c1` gave SK-BR-3 tox 24h 78.
For OCCCc1nc2n(n1)C(c1ccccc1)C=C(c1ccc(F)cc1)N2 (configuration not stated) the results were SK-BR-3 tox 24h 98.

Next part (five carried over from the part before).
For CCOC(=O)CCn1nc(-c2ccccc2)cc1N the results were SK-BR-3 tox 24h 91.
For CCOC(=O)c1cnc(-c2cccc(OC)c2)[nH]c1=O the results were SK-BR-3 tox 24h 72.
COC(=O)c1[nH]c2ccc(C)cc2c1NS(=O)(=O)c1ccc(F)cc1 was read as SK-BR-3 tox 24h 38*.
`COc1ccc(OC)c(C2=Nn3c(nnc3-c3cccc(OC(C)C)c3)SC2)c1` gave SK-BR-3 tox 24h 78.
For OCCCc1nc2n(n1)C(c1ccccc1)C=C(c1ccc(F)cc1)N2 (configuration not stated) the results were SK-BR-3 tox 24h 98.
Screening O=C(O)C1C2C=CC(C2)C1C(=O)NCc1ccccn1 (configuration not stated) returned SK-BR-3 tox 24h 103.
For COC(=O)CSc1nc2c(c(=O)n(C)c(=O)n2C)n1CCC(C)C the results were SK-BR-3 tox 24h 102.
`CCN(C(=O)c1cccs1)c1nnc(-c2ccncc2)s1` gave SK-BR-3 tox 24h 97.
`O=C(NCC1CCCO1)c1ccc(COc2ccc(F)cc2)o1` (configuration not stated) gave SK-BR-3 tox 24h 94.
Screening COC(=O)C1(S(=O)(=O)C2(C(=O)OC)CCCC2)CCCC1 returned SK-BR-3 tox 24h 105.
For Cc1nc2sc(C(=O)O)c(N)c2c2c1COC(C)(C)C2 the results were SK-BR-3 tox 24h 70.
For Cc1nnc(SCCC(C)C)[nH]c1=O the results were SK-BR-3 tox 24h 105.
`Cc1cc(NC(=O)CN2CCC(n3nnc4cc(C(F)(F)F)ccc43)CC2)no1` gave SK-BR-3 tox 24h 83.
For Cc1ccc(-c2nnc(N3CCN(C(=O)CN4C(=O)c5ccccc5C4=O)CC3)c3ccccc23)cc1 the results were SK-BR-3 tox 24h 94.
`Cc1c(NC(=O)CSC2=C(C#N)C(c3ccccc3F)CC(=O)N2)c(=O)n(-c2ccccc2)n1C` (configuration not stated) gave SK-BR-3 tox 24h 114.
`COc1ccccc1-c1nnc(NC(=O)c2ccc(S(=O)(=O)N(C)C)cc2)o1` gave SK-BR-3 tox 24h 79.
`CCOC(=O)c1ccc(NC(=O)C2CCN(S(=O)(=O)CC)CC2)cc1` gave SK-BR-3 tox 24h 86.
`O=C(On1c(-c2ccccc2)nc2ccccc2c1=O)c1ccco1` gave SK-BR-3 tox 24h 72.
NC(=O)CSc1nnc(COc2ccccc2)n1C1CCCCC1 was read as SK-BR-3 tox 24h 93.
For CCN(CC)C(=O)C1=C(C)Nc2nnnn2C1c1cccnc1 (configuration not stated) the results were SK-BR-3 tox 24h 101.

These rows are one share of the data. The share of hits here may be higher or lower than overall.
